Compound activity (PubChem)
TWEAK-Fn14 inh = inhibitors of TWEAK-Fn14 interaction signaling | TWEAK-stimulated Fn14 reporter cells, luciferase luminescence, 8 h | 360,000 tested, 2% active | inhibition, % at 10 µM; in the data active = inhibition above about 50%
Shn3 inh set2 = inhibitors of Schnurri-3 3'UTR reporter in osteoblasts | Clone20 osteoblast Shn3 3'UTR firefly luciferase, 24 h | inhibition, % at 12.5 µM | AID 588674 | 360,000 tested, 0.52% active;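 active = mean inhibition of at least 75% with every replicate also reaching 75%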;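 note: 0% = median of neutral control wells and 100% = pilot-screen positive control compound; some compounds past the cut are filed as inactive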
Peg3 prom inh = Peg3 promoter activity inhibition; AID 588405; inhibition, % at 20 µM; 360,000 tested, 1.7% active; HeLa PEG-Prom luciferase reporter, luminescence, overnight;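 active = inhibition of at least 50% at 20 µM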
aDG glyco up = increases alpha dystroglycan glycosylation. Pro5-aDG cells, alpha-DG glycosylation AlphaScreen (IIH6); 0% Pro5, 100% B10-LARGE cell signal. activation, % at 10 µM. 360,000 tested, 0.22% active;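 active = activation of at least 8% versus controls, or a plate z-score of at least 8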;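 note: Pro5 are CHO cells carrying HIG-tagged alpha-DG that lacks glycosylation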
HIF-2a block = blocks HIF-2a reporter activity | 786-0 RCC cells HIF-2a reporter, luciferase luminescence, overnight | inhibition, % at 18.8 µM | 360,000 tested, 0.72% active;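 active = inhibition of the luminescence signal of 40% or more relative to plate controls, in a single-dose primary screen at 18.75 µM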
CF NFkB inh = cystic fibrosis NF-kB activation inhibition; inhibition, % at 5 µM; AID 588850; 360,000 tested, 0.86% active; KKLEB NF-kB-GFP reporter, PAF-induced, GFP fluorescence overnight;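 active = at least 50% inhibition at 5 µM, scaled per plate between neutral and stimulator controls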;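 note: PAF is a Pseudomonas aeruginosa culture filtrate used as stimulus; plate controls were PAF-stimulated DMSO wells for no effect and unstimulated DMSO wells for full effect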
iPSC survival up = hiPSC single-cell survival enhancement | ATPlite luminescence; 100% = ROCK inhibitor wells, 0% = DMSO | survival enhancement, % at 20 µM | 360,000 tested, 0.044% active | AID 602274; in the data active = survival enhancement above about 18%;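 note: cells exposed to compounds for 16 hours before the ATP read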
MITF TRPM1 inh = inhibitors of MITF-driven TRPM1 promoter in melanoma cells; SK-MEL-5 TRPM1 promoter luciferase, 24 h; inhibition, % at 12.5 µM; 330,000 tested, 0.83% active; AID 488899;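 active = mean inhibition across replicates of 60% or more, whatever share of single replicates reaches that level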; note: values of inactives mirror those of a sister screen read the other way
KKLEB cytotox = CF airway cell cytotoxicity counter-screen; KKLEB CF airway cells viability, ATPlite luminescence, overnight; active compounds read low; cells stimulated with P. aeruginosa culture filtrate; activity change (cytotoxicity), % at 5 µM; 360,000 tested, 0.36% active;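 active = corrected activity change at or below -50% at 5 µM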
NR2E3 ag-1 = activates human NR2E3 receptor | Q9Y5X4 | CHO-S Gal4-NCOR/VP16-NR2E3 two-hybrid, luciferase | inhibition of corepressor binding, % at 3.98 µM | 360,000 tested, 0.35% active | AID 602229;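 active = inhibition above the mean of all tested compounds plus 3 SD, cut at about 70% in these data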;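 note: 0% = DMSO with NR2E3 transfected cells and 100% = cells lacking NR2E3 construct; higher means lower luciferase signal from less NR2E3 corepressor binding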
Target sequence (Q9Y5X4 whole entry, looked up, the tested form may be a part): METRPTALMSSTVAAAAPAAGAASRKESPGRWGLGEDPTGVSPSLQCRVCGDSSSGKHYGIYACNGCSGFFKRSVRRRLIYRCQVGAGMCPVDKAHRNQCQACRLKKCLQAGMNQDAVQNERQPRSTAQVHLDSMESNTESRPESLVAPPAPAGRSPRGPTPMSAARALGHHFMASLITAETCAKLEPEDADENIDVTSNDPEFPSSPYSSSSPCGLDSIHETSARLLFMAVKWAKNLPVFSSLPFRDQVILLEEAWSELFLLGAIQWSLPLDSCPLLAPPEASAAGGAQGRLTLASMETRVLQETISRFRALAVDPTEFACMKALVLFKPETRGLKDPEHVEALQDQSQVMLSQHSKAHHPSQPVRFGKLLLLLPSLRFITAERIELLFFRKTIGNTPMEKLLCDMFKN
NR2E3 ag-2 = activates human photoreceptor nuclear receptor NR2E3; GST-NR2E3/biotin-RetCOR TR-FRET, 1536-well; inhibition of corepressor binding, % at 4.78 µM; 320,000 tested, 0.12% active; AID 2300;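 active = percent inhibition above the cutoff of mean plus 3 SD of all tested compounds, set per screening campaign, cut at about 20% in these data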;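 note: 0% = DMSO wells and 100% = biotin wells as full block of FRET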
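Material – GST-tagged NR2E3 plus biotinylated RetCOR corepressor · Quantity – NR2E3 fusion 1.35 nM · Times – 5 h incubation at 4 °C · Medium – pH 7.5 Tris-based buffer · Technique – TR-FRET, Eu(K)-anti-GST donor, streptavidin-D2 acceptor, ex 340, em 617/671 nm · Benchmarks – high control biotin, low control 0.6% DMSO · Format – 1536-well plates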
* = called active by the depositor; · = not tested or not shown.

SMILES	TWEAK-Fn14 inh	Shn3 inh set2	Peg3 prom inh	aDG glyco up	HIF-2a block	CF NFkB inh	iPSC survival up	MITF TRPM1 inh	KKLEB cytotox	NR2E3 ag-1	NR2E3 ag-2
COc1ccc(OC)c(NC(=O)CSc2nnc(-c3ccco3)o2)c1	-7	14	1	-0.3	10	-5	-0.5	-2	7	-2	3
CCc1sc(C(=O)Nc2ccc3c(c2)OCO3)cc1C	-27	-75	-259	-0.4	-298	-7	-0.4	-120	-5	-93	·
O=C(N/N=C1\CC(c2ccccc2)Oc2ccccc21)c1ccc(O)cc1 (stereo not drawn)	-17	-2	-26	-0.2	-39	-32	0.3	-2	17	-51	-6
O=C(CCNC(=O)Cn1ccc2ccccc2c1=O)NCc1ccccn1	-1	·	5	0.1	15	2	0.5	-8	-8	-15	2
COc1cc(CC(=O)OCC(=O)c2c[nH]c3ccccc23)cc(OC)c1OC	7	14	13	0.1	-3	-22	-0.4	23	3	19	-2
Cn1c2ccccc2c2cc(C(=O)NNS(=O)(=O)c3ccc(F)cc3)sc21	22	15	24	0.2	14	3	-2.2	4	0	-6	-3
CCC(C)[C@H](N)c1cn([C@@H](Cc2ccc(O)cc2)C(=O)N2CCNCC2)nn1 (stereo partly drawn)	-3	1	1	-0.3	8	1	-1.7	4	7	-21	2
CCn1c(=S)sc2c(=O)n(CC(=O)Nc3cccc(Br)c3)c(C)nc21	3	6	28	0.4	18	-21	-0.2	-6	-1	9	4
O=C(CCc1nnc(CCCc2ccccc2)o1)NCCCC1CCCC1	-9	-25	-183	-0.1	-186	1	-0.9	-59	12	-76	4
COc1ccc(Cc2c(-c3ccc(F)cc3)nc3c(C)cc(Br)cn23)c(C)c1	13	-1	7	-0.1	2	18	-1.8	·	5	-21	·
COc1ccc(C(=O)NNc2cc(C)nc(NNC(=O)c3ccc(OC)cc3)n2)cc1	12	-3	-7	0.3	8	20	0.4	-1	-7	0	0
O=C(CSc1nnc(Cc2ccccc2)o1)Nc1ccccc1	5	7	10	-0.1	-3	1	-0.5	9	5	-14	-5
CN1CCN(C(=O)c2cccc(S(=O)(=O)N3CCCC3)c2)CC1	6	2	6	0.0	1	-10	1.0	-3	8	3	-1
COC(=O)c1cc2c(n(-c3ccccc3)c1=O)CCCC2=O	1	10	-9	0.1	4	8	1.3	-5	18	-14	·
O=C1C=C(Nc2cccc(O)c2)CC(c2ccco2)C1 (stereo not drawn)	-1	-37	3	-0.1	0	17	0.2	4	-3	-6	0
CCCc1cc(C(=O)Nc2sc3c(c2C(=O)OCC)CCCC3)no1	-5	-16	-12	-0.3	2	-2	0.4	2	7	13	2
O=C(NN=C1CCN(Cc2ccccc2)CC1)c1cccc(S(=O)(=O)Nc2ccccc2Cl)c1	-4	-1	8	-0.2	16	-2	-1.3	-1	-13	9	0
Cc1ccc2c(c1)N(CC(=O)N1CCCCCC1)C(=O)C(C)O2 (stereo not drawn)	36	-15	-2	0.0	-9	8	-0.6	5	3	8	5
COCC1CCCN(C(=O)c2cc(COc3ccc(C(C)=O)cc3)on2)C1 (stereo not drawn)	-18	-45	-306	-0.3	-233	8	-0.5	-59	-11	-104	-1
Cc1noc(C)c1S(=O)(=O)N(CC(=O)N1CCn2c1nc1ccccc12)c1ccc(C(C)C)cc1	22	-7	5	-0.1	8	11	1.9	22	-14	3	2
Cc1cc(C)cc(NC(=O)c2sc3nc4n(c(=O)c3c2C)CCC4)c1	-17	-11	-73	0.4	-87	-19	-0.5	-38	-1	-76	1
CC(C)CN(C(=O)CSc1nnc(C2CC2)n1-c1ccccc1)C1CCS(=O)(=O)C1 (stereo not drawn)	3	-7	5	0.0	-6	-2	3.4	-2	20	-23	2
CC(=O)Nc1ccc(S(=O)(=O)NC(C)c2ccncc2)cc1 (stereo not drawn)	-3	45	-6	0.1	3	-10	0.2	2	5	-4	5
CCOC(=O)C1CCN(S(=O)(=O)c2ccc(OC)c(C(=O)N3CCCCCC3)c2)CC1	36	9	-12	0.1	4	14	-0.4	-4	-8	-3	3
N/C(=N\OC(=O)CCCc1ccccc1)c1cccnc1	-12	2	-20	0.0	-32	6	-0.8	-5	18	-9	4
Cc1ccc(NCc2cccnc2)c(Br)c1	-10	2	-31	0.6	-59	4	1.2	-9	1	-14	2
CCCC1CCC(=C(C#N)C(N)=O)CC1 (stereo not drawn)	5	-4	1	0.2	14	8	0.5	3	1	17	2
OC(CN1CCN(c2ccccn2)CC1)Cn1c2ccccc2c2ccccc21 (stereo not drawn)	4	46	24	0.4	-16	9	0.3	-2	-8	17	-3
Cc1noc(C)c1NC(=O)N(C)C[C@H]1Oc2c(NC(=O)Nc3ccccc3)cccc2C(=O)N([C@H](C)CO)C[C@@H]1C	-14	-9	-1	-0.2	6	-23	-2.6	7	-6	13	·
CCOC(=O)c1cc2c(C)n(-c3ccc(C)cc3)c(C)c2ccc1=O	9	40	-188	2.0	-203	2	-5.6	19	-21	-29	2
Cc1ccccc1-c1nc(CN2CCC(C(=O)NCCC3=CCCCC3)CC2)c(C)o1	19	39	33	2.2	-5	22	-1.0	3	-19	-5	-2
COc1ccc(NC(=O)CN2C(=O)N(C)Cc3ccccc32)c(C)c1	-8	0	-5	0.1	-3	-13	1.6	5	6	23	1
Cc1cc(NC(=O)C2CCCN2C(=O)Nc2c(C)cccc2C)ccc1-n1cnnn1 (stereo not drawn)	-17	-11	-7	-0.4	18	-4	-1.9	0	-10	-12	0
O=c1c2ccccc2cnn1-c1nc2ccccc2[nH]1	97*	88*	107*	-0.3	92*	-14	-5.1	93*	-51*	11	·
Cc1c(NC(=O)c2ccccc2NS(=O)(=O)c2ccc(Br)cc2)c(=O)n(-c2ccccc2)n1C	-3	-5	13	3.5	16	-1	4.6	1	1	8	1
Cc1cc(NC(=O)CSCc2ccccc2C)no1	-18	6	7	-0.2	-4	-15	3.8	1	2	-4	0
O=C(Cn1c(CO)nc2ccccc21)NCCc1ccc(F)cc1	6	1	-11	0.0	20	1	-0.6	3	-5	20	1
Cc1oc2c(c(C)cc3oc(=O)c(CC(=O)N[C@@H](C)C(=O)O)c(C)c32)c1C	6	-32	9	-0.1	19	8	-0.5	-3	-10	-28	2
C=CCNC(=O)c1sc(-c2ccccc2)nc1C	-19	-21	-95	-0.3	-125	-2	-0.5	-20	9	-21	1
CCCNc1nc2ccccc2n2c(C)nnc12	18	-23	-26	-0.1	-14	-57	0.1	4	-4	23	-2
Cc1cnc2c(N)cc(C)c(C)c2c1	41	72	-12	0.1	6	34	-5.1	·	10	15	·
O=C(c1ccoc1)N1CCC2(CC1)Oc1ccc(F)cc1C(=O)C21CC(c2ccc(Cl)cc2)=NO1 (stereo not drawn)	-24	23	9	-0.2	-1	5	2.6	2	-8	-3	3
CN(CCC#N)C(=O)c1cc2c(Cl)nc3ccccc3c2s1	-28	0	4	-0.1	-13	-20	-0.8	-10	-6	-15	1
O=C(O)CC/C(=N/NC(=O)CNC(=O)Cc1ccc(Cl)cc1)c1ccccc1	-9	-12	17	0.0	22	7	-0.5	7	-3	-17	1
COc1ccc(C2=NN(C(=O)c3ccccc3)C(c3ccccc3)C2)c(O)c1 (stereo not drawn)	-6	23	6	0.1	3	19	0.1	-3	-19	8	-1
Cc1ccsc1C=Nc1ccc(O)cc1	8	38	-2	0.0	11	8	1.0	12	-2	-18	5
O=C(CSc1nc2ccccc2s1)NCc1ccc2c(c1)OCO2	62*	-4	4	0.0	-7	1	-1.2	9	-2	-1	0
COc1ccc(NC(=S)NC(=O)c2ccc(Br)o2)cc1	-23	-78	-270	0.0	-266	-5	1.0	-83	5	-56	0
COc1cccc(Nc2ncc(C#N)c(N)n2)c1	15	-24	-41	0.2	-98	10	-0.5	4	-6	-12	3
CC(=O)c1cc2c(cc1NC(=O)C1CCC1)OCO2	0	15	10	-0.1	9	6	2.3	2	0	-5	-6

Some of the entries so far, in markdown.
| SMILES | TWEAK-Fn14 inh | Shn3 inh set2 | Peg3 prom inh | aDG glyco up | HIF-2a block | CF NFkB inh | iPSC survival up | MITF TRPM1 inh | KKLEB cytotox | NR2E3 ag-1 | NR2E3 ag-2 |
| --- | --- | --- | --- | --- | --- | --- | --- | --- | --- | --- | --- |
| Cc1cnc2c(N)cc(C)c(C)c2c1 | 41 | 72 | -12 | 0.1 | 6 | 34 | -5.1 | · | 10 | 15 | · |
| O=C(c1ccoc1)N1CCC2(CC1)Oc1ccc(F)cc1C(=O)C21CC(c2ccc(Cl)cc2)=NO1 (stereo not drawn) | -24 | 23 | 9 | -0.2 | -1 | 5 | 2.6 | 2 | -8 | -3 | 3 |
| CN(CCC#N)C(=O)c1cc2c(Cl)nc3ccccc3c2s1 | -28 | 0 | 4 | -0.1 | -13 | -20 | -0.8 | -10 | -6 | -15 | 1 |
| O=C(O)CC/C(=N/NC(=O)CNC(=O)Cc1ccc(Cl)cc1)c1ccccc1 | -9 | -12 | 17 | 0.0 | 22 | 7 | -0.5 | 7 | -3 | -17 | 1 |
| COc1ccc(C2=NN(C(=O)c3ccccc3)C(c3ccccc3)C2)c(O)c1 (stereo not drawn) | -6 | 23 | 6 | 0.1 | 3 | 19 | 0.1 | -3 | -19 | 8 | -1 |
| Cc1ccsc1C=Nc1ccc(O)cc1 | 8 | 38 | -2 | 0.0 | 11 | 8 | 1.0 | 12 | -2 | -18 | 5 |
| O=C(CSc1nc2ccccc2s1)NCc1ccc2c(c1)OCO2 | 62* | -4 | 4 | 0.0 | -7 | 1 | -1.2 | 9 | -2 | -1 | 0 |
| COc1ccc(NC(=S)NC(=O)c2ccc(Br)o2)cc1 | -23 | -78 | -270 | 0.0 | -266 | -5 | 1.0 | -83 | 5 | -56 | 0 |
| COc1cccc(Nc2ncc(C#N)c(N)n2)c1 | 15 | -24 | -41 | 0.2 | -98 | 10 | -0.5 | 4 | -6 | -12 | 3 |
| CC(=O)c1cc2c(cc1NC(=O)C1CCC1)OCO2 | 0 | 15 | 10 | -0.1 | 9 | 6 | 2.3 | 2 | 0 | -5 | -6 |

(list continues)
SMILES	TWEAK-Fn14 inh	Shn3 inh set2	Peg3 prom inh	aDG glyco up	HIF-2a block	CF NFkB inh	iPSC survival up	MITF TRPM1 inh	KKLEB cytotox	NR2E3 ag-1	NR2E3 ag-2
CC(=O)c1ccc(N2CCN(C(=O)Nc3ccc(C(C)C)cc3)CC2)cc1	45	35	6	7.4*	11	8	-2.7	20	19	0	2
O=C(c1ccc(C#CC2(O)CCCCC2)cc1)N1CCN(Cc2ccccc2)CC1	18	5	10	0.1	7	3	-0.5	34	7	11	1
COc1ccccc1-c1nc2ccccc2nc1-c1ccccc1OC	11	7	-2	0.2	11	-6	1.5	-10	1	-12	-3
COc1cc2c(cc1OC)C(c1cccc(Br)c1)CC(=O)N2 (stereo not drawn)	4	7	3	0.1	4	1	-0.4	14	-15	-25	·
